Rab9 prom act = activators of Rab9 promoter; Potency, µM (titrated, usually from 9.22 µM), for the others: at the highest dose activation, negative = inhibition, most hits filed as activators; hit rate 2.8% among 320,000; AID 485297; Huh7 Rab9 promoter-luciferase reporter, luminescence, 24 h; also: potency is read from the fitted curve at half-maximal effect; % of control where 0% means no effect; nearly all actives have a fitted effect of over 60% in size
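Stable Rab9-luc Huh7, 1500 cells/well, 2 h settle; cmpd in DMSO, 24 h, 37 °C/5% CO2; luciferase reagent 10 min RT; luminescence.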
BRCA1 expr up = increases BRCA1 expression | MCF7-BRCA1-FFLuc reporter, luminescence, 48 h; response scale: scaled: vehicle 0%, 10 µM genistein 100% | Potency, µM (series often up to 46.1 µM), for the others: top-dose activation, actives largely listed as activators | hit rate 1.1% among 380,000; also: potency is read from the fitted curve at half-maximal effect; nearly all actives have a fitted effect of over 80% in size; some results filed as inactive show a strong effect at the top dose
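First, MCF7-BRCA1-FFLuc cells (2000/well) attach for 2 h; next, compounds are pin-added and incubated 48 h at 37 °C; finally, luciferase reagent is added and luminescence read after 15 min.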
Tb PFK block = T. brucei PFK enzyme inhibition; AID 485367; T. brucei PFK, ADP-Glo luminescence; hit rate 0.17% among 330,000; O15648; Potency, µM (series often up to 57.5 µM), inactives show top-dose activity, negative = inhibition, usual class: inhibitors;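 also: potency is read from the fitted curve at half-maximal effect; 0% = uninhibited 1x PFK enzyme wells and -100% = no-enzyme wells; nearly all actives have a fitted effect of over 60% in size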
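1.25 nM PFK with 0.5 mM F6P and 0.1 mM ATP in 0.1 M TEA pH 8.0, 5 mM MgCl2, incubated 45 min at room temperature; ADP measured by ADP-Glo luminescence; compounds titrated up to 57 uM.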
FLuc counter = inhibits or activates purified firefly luciferase, miR-21 counter-screen; hit rate 6.9% among 360,000; purified FLuc, Km substrates, luminescence inhibition; P08659; Potency, µM (doses to about 57.5 µM), without a hit: at the top dose activity change, negative = inhibition, usual class: inhibitors;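 also: potency is read from the fitted curve at half-maximal effect; plate controls were vehicle for no effect and reference inhibitor for full effect; nearly all actives have a fitted effect of over 55% in size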
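Purified P. pyralis luciferase (10nM final) with 10uM D-luciferin and 10uM ATP (Km levels) in 50mM Tris acetate pH 7.5, 10mM Mg acetate, 0.01% Tween-20, 0.05% BSA; qHTS 6-point titration, ~60 µM downward; luminescence read.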
TRPV1 agonist = human TRPV1 agonism | TRPV1-expressing cells, Fluo-8 calcium influx, agonist mode | activation, % at 8.33 µM | hit rate 0.19% among 320,000; in the data active = activation above about 80%; inconclusive = between about 30% and that limit; also: 0% is about no effect
Target sequence (Q8NER1 whole entry, looked up): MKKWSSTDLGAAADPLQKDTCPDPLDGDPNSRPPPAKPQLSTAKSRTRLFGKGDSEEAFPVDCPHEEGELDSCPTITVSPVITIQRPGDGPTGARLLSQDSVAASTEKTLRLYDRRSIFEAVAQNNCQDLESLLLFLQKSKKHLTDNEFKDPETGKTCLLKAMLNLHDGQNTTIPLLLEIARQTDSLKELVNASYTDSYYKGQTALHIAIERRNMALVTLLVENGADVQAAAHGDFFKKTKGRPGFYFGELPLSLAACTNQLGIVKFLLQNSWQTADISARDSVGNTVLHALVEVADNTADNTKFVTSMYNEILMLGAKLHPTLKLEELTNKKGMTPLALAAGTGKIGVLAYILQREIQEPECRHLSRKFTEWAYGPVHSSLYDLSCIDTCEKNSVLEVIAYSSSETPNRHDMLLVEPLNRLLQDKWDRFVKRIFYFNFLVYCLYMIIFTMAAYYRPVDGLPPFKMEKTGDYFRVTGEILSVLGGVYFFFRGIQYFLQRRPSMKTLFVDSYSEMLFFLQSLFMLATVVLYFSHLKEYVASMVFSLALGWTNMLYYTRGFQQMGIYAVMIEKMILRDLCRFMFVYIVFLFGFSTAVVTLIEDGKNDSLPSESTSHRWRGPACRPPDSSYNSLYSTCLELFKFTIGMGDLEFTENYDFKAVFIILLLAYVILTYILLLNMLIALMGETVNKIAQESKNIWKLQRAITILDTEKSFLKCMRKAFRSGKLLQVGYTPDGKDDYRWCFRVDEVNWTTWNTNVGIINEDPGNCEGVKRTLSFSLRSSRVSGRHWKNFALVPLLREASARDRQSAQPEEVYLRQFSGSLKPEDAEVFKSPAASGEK
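TRPV1-expressing cells were cultured overnight at 35.5C and loaded with Fluo-8 calcium dye for 40 to 90 min at room temperature. After a 10 s baseline, compound was added and calcium influx was read kinetically for 3 min (ex 480/em 520 nm).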
ELG1 genotoxic = induces genotoxicity in HEK293T cells with luciferase-tagged ELG1; HEK293T ELG1-luciferase reporter, luminescence, 16 h; Potency, µM (titrated, usually from 46 µM), for the others: at the highest dose activity change, positive = activation, actives largely listed as activators; hit rate 1.3% among 330,000; also: potency is read from the fitted curve at half-maximal effect; % of control where 0% means no effect; nearly all actives have a fitted effect of over 60% in size
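16 hr compound incubation (37 °C, 5% CO2) of HEK293T cells carrying luciferase-tagged ELG1; luciferase then measured by ONE-Glo luminescence after 30 min at RT.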
NPC1 promoter act = NPC1 promoter activation. hit rate 2.4% among 320,000. Huh7 NPC1 promoter luciferase reporter, 24 h. Potency, µM (series often up to 9.22 µM), without a hit: at the highest dose activation, most hits filed as activators;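 also: potency is read from the fitted curve at half-maximal effect; % of control where 0% means no effect; nearly all actives have a fitted effect of over 60% in size; reporter is driven by a mutant NPC1 promoter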
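Quantitative HTS used a cell-based reporter: Huh7 cells stably bearing the NPC1 promoter upstream of luciferase were treated with compounds for 24 h, and promoter activation was read as luminescence.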
RORgamma inh = inhibitors of mouse ROR gamma transcriptional activity; P51450; Drosophila S2 Gal4-RORgamma UAS-luciferase reporter, 20 h; Potency, µM (doses to about 53.6 µM), inactives show at the highest dose activity change, negative = inhibition, most hits filed as inhibitors; hit rate 5.4% among 310,000; AID 2551; also: potency is read from the fitted curve at half-maximal effect; % is scaled to controls: 0 for no effect and ±100 for the full control effect; nearly all actives have a fitted effect of over 60% in size
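Drosophila Schneider cells stably carrying a metallothionein-driven Gal4 DBD–ROR gamma fusion and a UAS-Photinus luciferase reporter were exposed to compound for 1 hr, then induced with copper sulfate (700 uM final) for 20 hr at ambient temperature before luminescence reading.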
ELG1 DNA repair = inhibitors of ELG1-dependent DNA repair in HEK293T cells. HEK293T ELG1-luciferase reporter, luminescence, 16 h; DNA damage induced by 5-fluorouridine. Potency, µM (top dose mostly 46.1 µM), for the others: at the highest dose activity change, negative = inhibition, usual class: inhibitors. hit rate 2.3% among 330,000; also: potency is read from the fitted curve at half-maximal effect; % is scaled to controls: 0 for no effect and ±100 for the full control effect; nearly all actives have a fitted effect of over 55% in size
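Cells (2,000 per well) received 5-fluorouridine plus test compound or DMSO and were incubated 16 hr at 37 °C, 5% CO2. Luciferase activity was read by luminescence 30 min after ONE-Glo addition; signal suppression marked inhibition of damage-induced ELG1 function.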
p53 reactivation = mutant p53 re-activation in reporter cells; AID 504706; Potency, µM (series often up to 92.2 µM), for inactives: top-dose activity change, positive = activation, usual class: activators; hit rate 0.063% among 320,000; H1299 p53-A138V BP100-luciferase reporter, luminescence, 24 h; also: potency is read from the fitted curve at half-maximal effect; % of control where 0% means no effect; nearly all actives have a fitted effect of over 45% in size
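p53-null H1299 cells stably carrying temperature-sensitive p53-A138V and a BP100-luciferase reporter were pinned with compounds (4-point, 1:5 series) and held 24 hrs at 37 deg C. Luminescence was read 10 min after detection reagent.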
Gal4-VP16 FLuc = counter-screen for ROR gamma inhibitors: Gal4-VP16 reporter. Drosophila S2 Gal4-VP16 UAS-luciferase, luminescence, 20 h. Potency, µM (top dose mostly 53.6 µM), for the others: top-dose activity, negative = inhibition, most hits filed as inhibitors. hit rate 3.5% among 310,000. AID 2546;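 also: Gal4-VP16 expression switched on by copper sulfate through the metallothionein promoter; potency is read from the fitted curve at half-maximal effect; % is scaled to controls: 0 for no effect and ±100 for the full control effect; nearly all actives have a fitted effect of over 50% in size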
Starred values were filed as active, the others as inactive; & = joins results of further samples; [ ] = another dose, or the depositor's remark. Unless noted, calls follow the shape of the dose curve; as a rule, active = well fitted curve in the direction sought with a large enough effect; inconclusive = small, poorly fitted or top-dose-only effect, or another doubt; inactive = no such curve, though single readings can be large; an effect the other way counts as inactive or inconclusive. Compounds were not picked by outcome. About 15% of those tested had a hit in this group.

How did CC(C)OC(=O)/C(=C\c1ccc2c(c1)c1ccccc1n2C)NC(=O)c1ccccc1 do in these assays?
Rab9 prom act: 3%; BRCA1 expr up: 12%; Tb PFK block: 4%; FLuc counter: 0%; ELG1 genotoxic: -7%; NPC1 promoter act: -6%; RORgamma inh: 27%; ELG1 DNA repair: inconclusive; p53 reactivation: 1%; Gal4-VP16 FLuc: inconclusive

What do the screens show for `CCc1ccc(NC(=O)C2CCN(S(=O)(=O)c3ccc4[nH]c(=O)ccc4c3)CC2)cc1`?
Rab9 prom act: -9%; BRCA1 expr up: -16%; Tb PFK block: -4%; FLuc counter: 0%; TRPV1 agonist: -4; ELG1 genotoxic: inconclusive; NPC1 promoter act: -1%; RORgamma inh: -6%; ELG1 DNA repair: 15%; p53 reactivation: 11%; Gal4-VP16 FLuc: 4%

What do the screens show for `Cc1cc(C)cc(C(=O)NCC(=O)OCC(=O)N(C)c2ccccc2)c1`?
Rab9 prom act: 11%; BRCA1 expr up: -1%; Tb PFK block: 0%; FLuc counter: 3%; TRPV1 agonist: -3; ELG1 genotoxic: -3%; NPC1 promoter act: -2%; RORgamma inh: -11%; ELG1 DNA repair: 7%; p53 reactivation: 0%; Gal4-VP16 FLuc: 5%

What do the screens show for `COc1ccc(CCNC(=O)C(=O)NCC2OCCN2S(=O)(=O)c2ccc(C)cc2)cc1` (centres undefined)?
Rab9 prom act: -4%; BRCA1 expr up: -15%; Tb PFK block: 1%; FLuc counter: 2%; TRPV1 agonist: -1; ELG1 genotoxic: -5%; NPC1 promoter act: -5%; RORgamma inh: inconclusive; ELG1 DNA repair: -16%; Gal4-VP16 FLuc: -27%

Results for Cc1c(Cl)cccc1NC(=O)CC1NCCNC1=O (centres undefined) ?
Rab9 prom act: 2%; BRCA1 expr up: 12%; Tb PFK block: -6%; FLuc counter: 1%; TRPV1 agonist: 1; ELG1 genotoxic: -1%; NPC1 promoter act: 1%; RORgamma inh: 4%; ELG1 DNA repair: 9%; p53 reactivation: 6%; Gal4-VP16 FLuc: -8%

Results for COc1cc(CNCc2ccccc2)c(Br)cc1OC1CCCC1 ?
Rab9 prom act: -4%; BRCA1 expr up: -31%; Tb PFK block: -1%; FLuc counter: 2%; TRPV1 agonist: 29; ELG1 genotoxic: -3%; NPC1 promoter act: -5%; RORgamma inh: -29%; ELG1 DNA repair: inconclusive; p53 reactivation: -5%; Gal4-VP16 FLuc: 19%

What do the screens show for `CCc1cc2c(=O)n(-c3ccc(Br)cc3)cnc2s1`?
Rab9 prom act: 2.5µM*; BRCA1 expr up: 80%; Tb PFK block: 1%; FLuc counter: inconclusive; TRPV1 agonist: -3; ELG1 genotoxic: inconclusive; NPC1 promoter act: 2.5µM*; RORgamma inh: inconclusive; ELG1 DNA repair: inconclusive; p53 reactivation: inconclusive; Gal4-VP16 FLuc: 22%

What do the screens show for `COc1ccc(N=Nc2ccc(O)c3ncccc23)cc1`?
Rab9 prom act: -33%[inhibitor]; BRCA1 expr up: -65%; Tb PFK block: -14%; FLuc counter: -14%; TRPV1 agonist: 3; ELG1 genotoxic: 4.6µM*; NPC1 promoter act: -5%; RORgamma inh: 0.13µM*; ELG1 DNA repair: 2%; p53 reactivation: 20%; Gal4-VP16 FLuc: inconclusive

How did CN(C(=O)c1ccc(S(=O)(=O)N(C)C)cc1)c1ccc2ccccc2c1 do in these assays?
Rab9 prom act: 2%; BRCA1 expr up: -29%; Tb PFK block: 5%; FLuc counter: 0%; TRPV1 agonist: inconclusive; ELG1 genotoxic: -1%; NPC1 promoter act: 1%; RORgamma inh: 25%; ELG1 DNA repair: 13%; p53 reactivation: -16%; Gal4-VP16 FLuc: 6%

How did COc1ccc(Cl)cc1NC(=O)C1CCN(S(C)(=O)=O)CC1 do in these assays?
Rab9 prom act: 9%; BRCA1 expr up: -2%; Tb PFK block: inconclusive; FLuc counter: 0%; TRPV1 agonist: -1; ELG1 genotoxic: -1%; NPC1 promoter act: -2%; RORgamma inh: 0%[1.91 µM]; ELG1 DNA repair: 5%; Gal4-VP16 FLuc: -2%

Results for C/C(=N\NC(=O)CSc1nc2ccccc2s1)c1cccnc1 ?
Rab9 prom act: -4%; BRCA1 expr up: -12%; Tb PFK block: 19%; FLuc counter: -6%; TRPV1 agonist: 2; ELG1 genotoxic: -5%; NPC1 promoter act: -4%; RORgamma inh: inconclusive; ELG1 DNA repair: -1%; p53 reactivation: 11%; Gal4-VP16 FLuc: -4%

What do the screens show for `CCNC(=O)NC(=O)COC(=O)c1cccc(S(=O)(=O)N2CC3(C)CC2CC(C)(C)C3)c1` (centres undefined)?
Rab9 prom act: 2%; BRCA1 expr up: -10%; Tb PFK block: -8%; FLuc counter: 0%; TRPV1 agonist: 21; ELG1 genotoxic: inconclusive; NPC1 promoter act: -1%; ELG1 DNA repair: -29%; p53 reactivation: -4%

Results for CC(=O)Nc1ccc2c(COC(=O)[C@@H](NS(=O)(=O)c3ccc(C)cc3)C(C)C)cc(=O)oc2c1 ?
BRCA1 expr up: -21%; Tb PFK block: 2%; ELG1 genotoxic: -1%; ELG1 DNA repair: inconclusive; p53 reactivation: -1%

What do the screens show for `Cc1ccc(CNC(=O)c2ccc(N3CCC4(CC3)CC(c3cccc(Br)c3)=NO4)c(NC(=O)c3ccco3)c2)cc1`?
Rab9 prom act: 1%; BRCA1 expr up: -15%; Tb PFK block: 0%; FLuc counter: 5%; TRPV1 agonist: 2; ELG1 genotoxic: 4%; NPC1 promoter act: -9%; ELG1 DNA repair: -22%; p53 reactivation: -3%

How did CSc1nc(C)cc(OCNC(=O)c2cccs2)n1 do in these assays?
Rab9 prom act: 1%; BRCA1 expr up: -6%; Tb PFK block: -1%; FLuc counter: -1%; TRPV1 agonist: 8; ELG1 genotoxic: 3%; NPC1 promoter act: 2%; RORgamma inh: -1%; ELG1 DNA repair: -1%; p53 reactivation: -5%; Gal4-VP16 FLuc: -12%

How did COCCn1c(SCC(=O)Nc2ncc(C)s2)nc2sc3c(c2c1=O)CCC3 do in these assays?
Rab9 prom act: 2%; Tb PFK block: 4%; FLuc counter: -4%[2.3 µM]; TRPV1 agonist: 0; ELG1 genotoxic: -12%; NPC1 promoter act: 0%; RORgamma inh: -69%; ELG1 DNA repair: inconclusive; p53 reactivation: 11%; Gal4-VP16 FLuc: 10µM*

Results for Cc1ccccc1Nc1ccc(S(=O)(=O)N2CCOCC2)cc1[N+](=O)[O-] ?
Rab9 prom act: 3%; BRCA1 expr up: -14%; Tb PFK block: -2%; FLuc counter: 8%; TRPV1 agonist: 17; ELG1 genotoxic: -2%; NPC1 promoter act: -5%; RORgamma inh: 16%; ELG1 DNA repair: -23%; p53 reactivation: -2%; Gal4-VP16 FLuc: -11%

Results for Cc1ccc(S(=O)(=O)N(CC(=O)NCCSC2CCCCC2)c2ccccc2F)cc1 ?
Rab9 prom act: -5%; BRCA1 expr up: -23%; Tb PFK block: -7%; FLuc counter: 3%; TRPV1 agonist: inconclusive; ELG1 genotoxic: -1%; NPC1 promoter act: -2%; RORgamma inh: -6%; ELG1 DNA repair: -1%; p53 reactivation: -1%; Gal4-VP16 FLuc: inconclusive

Results for CCC(=O)NCCn1ccc2ccccc21 ?
Rab9 prom act: -3%; BRCA1 expr up: -1%; Tb PFK block: -2%; FLuc counter: -1%; TRPV1 agonist: 1; ELG1 genotoxic: 1%; NPC1 promoter act: 1%; RORgamma inh: -9%; ELG1 DNA repair: 1%; p53 reactivation: 5%; Gal4-VP16 FLuc: -1%

How did COc1ccc(-c2cc(C)no2)cc1S(=O)(=O)NCc1ccc(OC(C)C)cc1 do in these assays?
Rab9 prom act: -2%; BRCA1 expr up: -21%; Tb PFK block: 4%; FLuc counter: -1%&-7%; TRPV1 agonist: -2; ELG1 genotoxic: 0%[9.26 µM]; NPC1 promoter act: 0%; RORgamma inh: -13%; ELG1 DNA repair: -9%; p53 reactivation: 2%; Gal4-VP16 FLuc: 4%

What do the screens show for `COc1ccc(C(C)(C)C)cc1NC(=O)COC(=O)C1=NNC(=O)CC1`?
Rab9 prom act: -6%; BRCA1 expr up: 2%; Tb PFK block: -3%; FLuc counter: 4%; TRPV1 agonist: 1; ELG1 genotoxic: 2%; NPC1 promoter act: -2%; ELG1 DNA repair: 9%; p53 reactivation: -2%

How did CC(=O)Nc1ccc(NC(=O)CSc2nnc(C)n2-c2ccccc2)cc1 do in these assays?
Rab9 prom act: 13%; BRCA1 expr up: -2%; Tb PFK block: 1%; FLuc counter: 0%; TRPV1 agonist: 3; ELG1 genotoxic: -1%; NPC1 promoter act: -4%; RORgamma inh: 21%; ELG1 DNA repair: 10%; p53 reactivation: inconclusive; Gal4-VP16 FLuc: -6%
